Compound activity deposited in PubChem by several laboratories.
STK33 kinase inh: inhibitors of human STK33 kinase; Q9BYT3; purified STK33, MBP phosphorylation, ADP-Glo luminescence; inhibition, % at 10 µM; actives 0.073% (n = 320,000);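 active means inhibition at or above 25%, using the most active replicate where run in duplicate; inactive means inhibition below 25%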
Target sequence (Q9BYT3 whole entry, looked up): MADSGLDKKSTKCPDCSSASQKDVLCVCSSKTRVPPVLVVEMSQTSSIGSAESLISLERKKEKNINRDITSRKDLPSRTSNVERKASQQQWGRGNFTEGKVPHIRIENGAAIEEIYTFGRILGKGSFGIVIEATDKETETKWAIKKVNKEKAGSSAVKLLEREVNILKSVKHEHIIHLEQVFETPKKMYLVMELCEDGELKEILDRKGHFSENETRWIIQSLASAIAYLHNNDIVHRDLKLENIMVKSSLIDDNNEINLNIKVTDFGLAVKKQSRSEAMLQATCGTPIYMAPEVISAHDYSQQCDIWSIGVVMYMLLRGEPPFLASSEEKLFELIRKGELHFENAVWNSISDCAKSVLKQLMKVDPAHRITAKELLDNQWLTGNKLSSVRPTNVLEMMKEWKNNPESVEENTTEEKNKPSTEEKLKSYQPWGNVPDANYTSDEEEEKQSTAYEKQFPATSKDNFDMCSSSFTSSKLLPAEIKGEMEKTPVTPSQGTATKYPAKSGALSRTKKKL
OX1R antag-1: OX1R (human) antagonism; O43613; OX1R-expressing cells, FRET antagonist read-out; inhibition, % at 6.6 µM; actives 1.8% (n = 330,000); AID 485270; in the data active means inhibition mostly above about 38%, no sharp cut-off; inactive means mostly below about 40%;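 further: 0% = agonist challenge alone and 100% = reference antagonist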
Target sequence (O43613 whole entry, looked up): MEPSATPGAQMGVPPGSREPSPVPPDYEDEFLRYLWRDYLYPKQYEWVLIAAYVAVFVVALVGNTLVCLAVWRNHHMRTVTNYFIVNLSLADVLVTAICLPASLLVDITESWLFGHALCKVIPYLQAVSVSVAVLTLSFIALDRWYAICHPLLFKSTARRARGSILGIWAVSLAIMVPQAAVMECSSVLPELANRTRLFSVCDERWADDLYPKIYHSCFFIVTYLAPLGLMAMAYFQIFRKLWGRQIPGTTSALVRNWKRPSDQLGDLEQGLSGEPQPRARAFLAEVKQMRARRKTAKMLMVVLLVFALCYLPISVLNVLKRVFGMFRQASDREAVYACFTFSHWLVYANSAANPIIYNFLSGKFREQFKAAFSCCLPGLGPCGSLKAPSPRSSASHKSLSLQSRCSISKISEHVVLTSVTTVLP
OX1R antag-2: human HCRTR1 antagonism; O43613; actives 0.43% (n = 330,000); inhibition, % at 5 µM; CHO/OX1R cells, Fluo-8 calcium fluorescence, orexin A; AID 434989;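 active means inhibition above its plate's threshold, mean inhibition of all tested compounds on the plate plus 3 SD, cut at about 37% in these data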;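 further: 0% = orexin A challenge wells and 100% = SB-334867-A antagonist wells; not every result past the cut was called active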
* hit, by the source's call; · = no result given.

STK33 kinase inh	OX1R antag-1	OX1R antag-2	molecule
0.7	4	-21	CS(=O)(=O)N1CCC(C(=O)Nc2ccc(C(F)(F)F)cc2)CC1
-0.3	17	-24	CCCOc1ccc(CNC(=O)c2ccc3nc(N4CCOCC4)sc3c2)cc1
-1.6	9	16	CC(=O)OCCCNc1cc(Sc2ccc(Cl)cc2)c2nonc2c1[N+](=O)[O-]
-0.1	29	-44	CCCn1c2c(c(O)c(C(=O)NCc3ccccc3)c1=O)CCCC2
-2.5	8	-34	O=C(CCc1nc2ccccc2s1)N1CCN(c2ccccc2)CC1
0.0	12	-15	Cn1c2c(c(=O)n(C)c1=O)C(C(F)(F)F)(C(F)(F)F)N=C(CCC1CCCCC1)N2
0.3	37	-14	O=C(NCc1nc2ccccc2[nH]1)C1=C[C@@H](C2CC2)C[C@@H](OCc2ccc(CO)cc2)O1
-0.7	33	-4	CCc1cccc(OCCCn2ccnc2)c1

One compound at a time, from the list above. Order of screens: STK33 kinase inh	OX1R antag-1	OX1R antag-2
Record of CCCOc1ccc(CNC(=O)c2ccc3nc(N4CCOCC4)sc3c2)cc1 → -0.3	17	-24
Record of CS(=O)(=O)N1CCC(C(=O)Nc2ccc(C(F)(F)F)cc2)CC1 → 0.7	4	-21
Record of Cn1c2c(c(=O)n(C)c1=O)C(C(F)(F)F)(C(F)(F)F)N=C(CCC1CCCCC1)N2 → 0.0	12	-15
Record of CCc1cccc(OCCCn2ccnc2)c1 → -0.7	33	-4
Record of O=C(CCc1nc2ccccc2s1)N1CCN(c2ccccc2)CC1 → -2.5	8	-34

Following part:
STK33 kinase inh	OX1R antag-1	OX1R antag-2	molecule
0.8	-3	-23	O=C(c1cccc(S(=O)(=O)N2CCOCC2)c1)N(CCc1ccccc1)Cc1ccccc1
-0.5	9	-1	Cc1cc(C)c(C#N)c(Cl)n1
0.6	10	-26	COC(=O)c1ccc(CNC(=O)CSC(C)C(=O)Nc2cc(C)on2)cc1 (stereo not drawn)
-1.8	36*	-14	N#C/C(=C\c1c(F)cccc1Cl)c1nn(-c2ccccc2)c(-n2cccc2)c1C#N
-1.1	-3	-21	COc1ccc(N(CC(=O)Nc2ccccc2C(F)(F)F)C2=NC3CS(=O)(=O)CC3S2)cc1 (stereo not drawn)
-0.6	8	-13	CC[C@@]1(C(=O)OC)N[C@H](CN(C)C(=O)Nc2ccc(C)cc2)[C@@H]2C(=O)N(Cc3ccccc3)C(=O)[C@@H]21
-0.4	19	-11	O=S(=O)(c1ccc(Cl)nc1)N1CCCCC1
0.0	14	-8	COc1ccc(C(=O)NCC(=O)Nc2ccc(-c3ccccc3)cc2)cc1
-1.9	15	-34	Cc1cccc(C)c1NC(=O)CCCSc1nc2ccccc2s1
-0.5	13	-7	Cc1ccc(S(=O)(=O)NCCC(=O)N2CCC(C(N)=O)CC2)cc1C
-1.1	2	-12	Cc1ccc(C(=O)CCC(=O)Nc2cc(C)ccn2)cc1
-0.1	65*	-14	O=C(CSc1cccc[n+]1[O-])Nc1ccc([N+](=O)[O-])cc1Cl
-0.3	9	-22	CC(=O)N(CCC1(C(C)C)CCOC(C)(C)C1)Cc1ccco1 (stereo not drawn)
-1.1	7	-14	CCCCN(CC(=O)NC(C)(C)C)C(=O)C(=O)Nc1ccc2c(c1)OCCO2
-2.2	19	18	NC(=O)c1ccccc1OC1CCC1
0.0	14	-23	CCn1cc(S(=O)(=O)Nc2ccc3c(c2)OCCO3)cn1
-0.3	10	-17	COC(=O)c1cc(NC(=O)CN2CCc3cc4c(cc3C2)OCCCO4)cc(C(=O)OC)c1
-0.7	39	-17	CC(=O)Nc1ccc(OCc2nnc(-c3ccccc3)o2)cc1
-1.4	0	-7	CCN(Cc1cc2ccccc2[nH]c1=O)C(=O)c1cccnc1
-0.6	30	1	C#CCOCCOCCOCCNc1nc(N2CCN(C(=O)[C@H](CCC(=O)O)n3cc(C(N)CO)nn3)CC2)nc(N2CCN(C(=O)[C@H](Cc3ccc(O)cc3)n3cc(C(N)CC(C)C)nn3)CC2)n1 (stereo partly drawn)
6.5	7	1	Cc1ccsc1C(=O)Nc1ccc2c(c1)OCCO2
-0.7	7	-30	CCN(C(=O)C1CCN(c2nc(-c3ccc(OC)cc3)no2)CC1)c1ccccc1
-0.6	53	-28	COC(=O)c1ccc(C23CC4(C2)[C@H](CN(CC2CCCCC2)[C@@H]4c2ccccc2)C3c2ccccc2)cc1 (stereo partly drawn)
1.5	17	-30	Cc1nc(N2CCN(c3ccccn3)CC2)c2c(C)c(C(=O)N3CCN(c4ccccc4F)CC3)sc2n1
-2.1	19	-17	Cc1ccc(C(=O)c2sc3nc4c(cc3c2N)CCC4)cc1
-2.2	35	-4	CCCNC(=O)c1ccccc1NS(=O)(=O)c1ccc2c(c1)OCCO2
-1.5	18	-15	Cc1ccc(Sc2ncccc2NC(=O)c2ccccc2Cl)cc1
-1.0	29	-7	O=C(N=C1SC2CS(=O)(=O)CC2N1CCc1ccccc1)C1CCCCC1 (stereo not drawn)
-0.8	8	-22	O=C(/C=C/c1ccco1)N1CCCC(c2ccccc2)C1 (stereo not drawn)
0.1	9	12	c1ccc(CC2CCN(c3nc4ccccc4n4nnnc34)CC2)cc1
-1.7	3	-12	Cn1c(N)c(C(=O)COC(=O)Cc2c(F)cccc2Cl)c(=O)n(C)c1=O
0.6	15	-31	CCOc1ccc(OCC)c(NC(=O)CCNS(=O)(=O)c2cc(Br)cnc2N)c1

Three structures from above, sorted by count of non-hydrogen atoms, low to high:
STK33 kinase inh	OX1R antag-1	OX1R antag-2	molecule
-1.7	3	-12	Cn1c(N)c(C(=O)COC(=O)Cc2c(F)cccc2Cl)c(=O)n(C)c1=O
-1.0	29	-7	O=C(N=C1SC2CS(=O)(=O)CC2N1CCc1ccccc1)C1CCCCC1 (stereo not drawn)
0.6	15	-31	CCOc1ccc(OCC)c(NC(=O)CCNS(=O)(=O)c2cc(Br)cnc2N)c1

Carrying on.
STK33 kinase inh	OX1R antag-1	OX1R antag-2	molecule
0.3	5	-15	CCCC(=O)Nc1cc(-c2nn(C)c(=O)c3ccccc23)ccc1N1CCCCC1
-0.8	0	-40	COCCCNC(=S)N/N=C/c1ccc2ccccc2c1
-0.1	9	-7	CC(=O)Nc1ccc(NC(=O)C2CCN(C(=O)NC3CCCCC3)CC2)cc1
0.1	11	2	CCN(CC)CCCN(C(=O)c1ccc(Br)cc1)c1nc(-c2ccc(OC)cc2)cs1
0.5	2	-14	COc1ccccc1C(=O)NN(C)C1=NS(=O)(=O)c2ccccc21
1.5	11	-43	COc1ccc(-n2cc(C(=O)c3ccccc3O)cn2)cc1
-1.6	-5	10	CC(Sc1nnc(-c2ccccc2F)n1C1CC1)C(=O)N1CCCC1 (stereo not drawn)
-0.1	13	-8	Cc1cc(C)nc(NC2=NCC(=O)N2c2cc(Cl)cc(Cl)c2)n1
-2.0	5	-23	CC(=O)NCCc1nc2ccccc2n1CCOc1ccc(C)cc1
0.0	22	-29	COc1nc(Nc2cccc(C)c2)nc(N2CCCCC2)n1
0.5	22	-5	CNC(=O)c1cc(Nc2nnc(C)c3ccccc23)ccc1OC
0.2	29	-28	CN1CCc2c(sc3c2c(=O)n(-c2ccccc2)c2nncn32)C1
-1.2	2	-6	CCOc1ccc(CCNC(=O)CN2C(=O)CCSc3ccccc32)cc1OCC
0.0	-3	-19	Cc1ccc(S(=O)(=O)N2CCC(C(=O)NCCCN3CCCC3=O)CC2)cc1C
-1.1	10	-14	Nc1ccccc1OCCOCCOc1ccccc1N
1.3	16	-6	NS(=O)(=O)c1cccc(NS(=O)(=O)c2ccc(/C=C/C(=O)O)cc2)c1
-0.4	1	-22	CCOc1cc(NC(=O)c2ccco2)c(OCC)cc1NC(=O)c1cc(OC)c(OC)c(OC)c1
·	4	0	COc1ccc(C(O)P(=O)(OC(C)C)OC(C)C)cc1OC (stereo not drawn)
-2.1	4	-24	CCOC(=O)C1(Cc2ccc(Cl)cc2)CCN(C(=O)CCc2ccncc2)CC1
-0.9	7	-2	O=S(=O)(Nc1ccc(-n2cccc2)cc1)c1ccc(Cl)c(Cl)c1
-1.2	40	9	CC(/C=N\Nc1nnc2c(n1)[nH]c1c(C)cccc12)=C\c1ccco1
0.2	20	-10	CC(C)N1CCN(Cc2nc(-c3ccccc3)cs2)CC1CCO (stereo not drawn)
-1.5	16	-29	CCn1c(SCC(=O)N(C)C)nc2cc(S(=O)(=O)N3CCCCC3)ccc21
-0.3	-5	5	CC(Oc1ccccc1F)C(=O)NCCN1CCCCC1 (stereo not drawn)
-1.5	21	-25	Cc1cccc([C@@H]2[C@@H]3C(=O)N(Cc4ccccc4)C(=O)[C@@H]3[C@]3(C)C(=O)N(c4ccc(Br)cc4)C(=O)N23)c1
1.0	17	-20	N=c1c2c3c(sc2ncn1CCCN1CCOCC1)CCCCC3
3.4	17	-4	Cc1ccc(S(=O)(=O)CCC(=O)N(C)c2c(N)n(Cc3ccccc3)c(=O)[nH]c2=O)cc1
-1.0	4	-11	O=C(Nc1ccc(N2CCN(C(=O)c3ccco3)CC2)cc1)C(c1ccccc1)c1ccccc1
-0.8	20	-35	CCOC(=O)C1Cn2c(nc3c(c2=O)C(C)(C)Cc2ccccc2-3)S1 (stereo not drawn)
-0.8	28	-6	COc1ccc(Cc2nc3ccc(C(=O)NCc4cc(C)no4)cc3o2)cc1
·	18	27	O=C1[C@H]2CCC=C[C@H]2[C@H](c2ccccc2Br)N1Cc1ccccc1
-1.2	25	-14	O=C(c1ccc2ccccc2c1)N1CCN(c2ccc(O)cc2)CC1

Among those listed so far, these contain bromine:
STK33 kinase inh	OX1R antag-1	OX1R antag-2	molecule
0.6	15	-31	CCOc1ccc(OCC)c(NC(=O)CCNS(=O)(=O)c2cc(Br)cnc2N)c1
0.1	11	2	CCN(CC)CCCN(C(=O)c1ccc(Br)cc1)c1nc(-c2ccc(OC)cc2)cs1
-1.5	21	-25	Cc1cccc([C@@H]2[C@@H]3C(=O)N(Cc4ccccc4)C(=O)[C@@H]3[C@]3(C)C(=O)N(c4ccc(Br)cc4)C(=O)N23)c1
·	18	27	O=C1[C@H]2CCC=C[C@H]2[C@H](c2ccccc2Br)N1Cc1ccccc1

Further structures:
STK33 kinase inh	OX1R antag-1	OX1R antag-2	molecule
-2.6	7	-7	COc1cc(Br)c(S(=O)(=O)Nc2c(C)n(C)n(-c3ccccc3)c2=O)cc1OC
1.2	20	-39	CC(C(=O)N1CCc2ccccc21)N1CCN(c2cccc(C(F)(F)F)c2)CC1 (stereo not drawn)
-0.6	31	-3	O=C(NC1CCCCC1)C(c1cccs1)N(Cc1cccs1)C(=O)c1cccs1 (stereo not drawn)
-0.2	6	-11	NS(=O)(=O)c1ccc(CCNC(=O)C(=O)Nc2cc3c4c(c2)CC(=O)N4CCC3)cc1
-0.7	36	-18	O=C(NCc1cccc(C(F)(F)F)c1)C1CC(c2ccccc2F)=NO1 (stereo not drawn)
-0.5	9	-28	CCOC(=O)C(CC)n1cnc2c(nnn2-c2ccc(OC)cc2)c1=O (stereo not drawn)
·	23	-2	Cc1ccc(S(=O)(=O)N(C)Cc2ccc(C(=O)NN=C(CC(C)C)CC(C)C)cc2)cc1
-0.2	23	-18	C/C(CC(=O)Nc1cc(C)ccn1)=N\NC(=O)C(=O)Nc1cccc(C)c1
·	5	0	Nc1ncnc2c1ncn2[C@@H]1O[C@H](CNC(=O)[C@@H](N)CO)[C@@H](O)[C@H]1O
-1.7	-1	-13	COc1ccc(NC(=O)CN2C(=O)CSc3ncccc32)cc1
-0.8	8	-6	O=C(O)C1CCCN1C(=O)C12CC3CC(CC(C3)C1)C2 (stereo not drawn)
-2.9	8	-16	CN(C(=O)CSc1nnc(-c2ccc(OC(F)F)cc2)n1N)C1CCS(=O)(=O)C1 (stereo not drawn)
-0.3	32	-34	COc1cccc(NC(=O)Nc2cccc(C)n2)c1
-2.1	19	-39	O=C(c1nn2c(C(F)(F)F)cc(-c3cccs3)nc2c1Cl)N1CCCc2ccccc21
-1.2	18	4	CC(C)(C)NC(=S)Nc1cccc(C(F)(F)F)c1
0.0	18	-19	CCOC(=O)C1=C(C)OC(N)=C(C#N)C1c1ccc(OC)c(C)c1OC (stereo not drawn)
-2.5	10	-15	Cc1ccc(C(C(=O)NCc2ccco2)N(C(=O)CNC(=O)c2cccs2)c2ccc(C)cc2C)cc1 (stereo not drawn)
-0.8	7	-3	CCCCNC(=S)Nc1ccc(Oc2ccccc2)cc1
-0.5	10	-7	COc1cccc(N2CCN(C(=O)CCc3nnc4ccc(N5CCOCC5)nn34)CC2)c1
-2.0	26	17	Cc1ccc(C(=O)NC(=S)Nn2cnnc2)cc1
-0.6	7	5	Cc1ccc(NC(=O)C(=O)Nc2ccccn2)cc1
-2.4	1	-18	N#Cc1c(NC(=O)COC(=O)c2ccc(S(=O)(=O)N3CCCC3)cc2)sc2c1CCCCC2
0.3	1	0	Cc1ccc(-c2nc(SCC(=O)NCC3CCCO3)c(-c3ccc(C)cc3)[nH]2)cc1 (stereo not drawn)
-0.1	18	-7	CSc1ncccc1C(=O)OCC(=O)NCc1ccc2c(c1)OCO2
-0.7	1	0	CCOC(=O)Cc1nnc(NC(=O)c2ccco2)s1
0.4	18	-19	CNCc1c(OCc2ccc(F)cc2)ccc2ccccc12
-0.2	9	-6	NCCCC[C@H]1CNC(=O)C(=O)N1CCCCC1CCCCC1
-0.2	9	-1	Cn1cc(C(=O)Nc2ccc(Cl)c(Cl)c2)cn1
